Assay outcomes (PubChem)
RAD54 branch: inhibitors of human RAD54 branch migration | Q92698 | RAD54 Holliday junction branch migration, FAM/BHQ fluorescence | inhibition, % at 10.4 µM | 360,000 tested, 0.14% active | AID 602329;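 active = mean normalized replicate activity at least 40 and at least half of replicates scoring 40 or more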;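 also: 0% = median of neutral control wells and 100% = median of positive control wells; inhibitors cause a drop in the FAM fluorescence signal; in these data hits start at about 50%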
EWS-Fli block: blocks EWS/Fli oncoprotein-driven transcription. A673 NR0B1-luciferase reporter, viability-normalised. inhibition, % at 12.6 µM. 350,000 tested, 0.67% active. AID 651661;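 active = mean inhibition of at least 50% after viability correction, with every replicate also passing that limit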;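 also: firefly luciferase signal divided by Alamar Blue viability fluorescence both relative to DMSO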
esBAF inh: inhibitors of esBAF chromatin remodeling in mouse ES cells; Bmi1-luciferase knock-in reporter, 24 h; 100% = twice the neutral-well signal; reporter increase, % at 12.5 µM; 350,000 tested, 2% active; AID 602393; in the data active = activation above about 40%;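 also: 0% = median of the plate's neutral control wells and 100% = double that signal; a rise in the Bmi1 reporter signal indicates esBAF inhibition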
S100A4 MyoIIA: inhibitors of human S100A4 binding to myosin IIA peptide; P26447; S100A4/TAMRA-MyoIIA peptide fluorescence polarization; inhibition, % at 10.7 µM; 360,000 tested, 0.14% active;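 active = mean inhibition of at least 70% across replicates, with every replicate also reaching that level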
Target sequence (P26447 whole entry, looked up): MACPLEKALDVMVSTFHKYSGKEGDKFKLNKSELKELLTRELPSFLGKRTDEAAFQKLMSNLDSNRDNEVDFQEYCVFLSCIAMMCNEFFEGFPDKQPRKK
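incubation = readout 5 min after mixing, signal stable up to 60 min | system = S100A4 monomer protein | buffer or medium = HEPES pH 7.2 with CaCl2, KCl, NaCl, DTT, Triton | benchmarks = neutral control DMSO, positive control TFP | also added = fluorescent myosin IIA peptide, 5 nM | compound dosing = one concentration per compound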
FN deposition inh: fibronectin deposition inhibition. AH1F fibroblasts, Alexa488-fibronectin deposition fluorescence, overnight. inhibition, % at 12.6 µM. 350,000 tested, 0.086% active. AID 743247;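 active = mean inhibition across replicates of 30% or more, regardless of how many single replicates reach that level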;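 also: positive control wells lacked labelled fibronectin entirely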
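Material: AH1F fibroblast monolayer depositing Alexa488-labelled fibronectin into matrix / Amount: 10000 AH1F cells per well / Signal: fluorescence 485/525 nm / Medium: DMEM, 2% serum / Compound: single dose, pinned / Incubation: 1 h cell adhesion before compound, then overnight fibronectin incubation / Reagent: Alexa488-FN, 24 nM final / Read-out: inhibition of fibronectin deposition signal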
RAD52 inh: RAD52 (human) annealing inhibition | recombinant RAD52 DNA annealing, FRET fluorescence | inhibition, % at 18.7 µM | 360,000 tested, 0.46% active | AID 651710;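 active = every replicate showing at least 50% inhibition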
Xi reactivation: activators of X-chromosome reactivation in mouse fibroblasts. XiGFP mouse fibroblasts, % GFP-positive cells imaging, 3 d; cells co-treated with 5-aza-dC sensitizer; scaled so ellipticine positive control = 100%. activation, % at 7.58 µM. 360,000 tested, 0.055% active;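 active = mean normalized replicate activation at least 10% and every replicate at or above 10%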;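 also: 0% = median of on-plate neutral control wells and 100% = ellipticine 6 µM median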
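Material: XiGFP fibroblasts, SV40-immortalized; Buffer or medium: DMEM containing 5-aza-dC; Compound dosing: single point; Times: 3 days compound exposure.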
E-selectin induc: E-selectin induction on HUVECs; HUVEC E-selectin immunofluorescence imaging; normalized: neutral wells 0, TNF-alpha wells 100; activation, % at 7.58 µM; 260,000 tested, 0.37% active; AID 686992;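 active = mean E-selectin-positive cell signal at least 10% of the positive control, reached in at least 60% of replicates, without over 20% cell loss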;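 also: in these data hits start at about 27%; measured in HUVEC primary endothelial cells; signal is the percent of cells scored E-selectin positive by PE staining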
Target sequence (P16581 whole entry, looked up): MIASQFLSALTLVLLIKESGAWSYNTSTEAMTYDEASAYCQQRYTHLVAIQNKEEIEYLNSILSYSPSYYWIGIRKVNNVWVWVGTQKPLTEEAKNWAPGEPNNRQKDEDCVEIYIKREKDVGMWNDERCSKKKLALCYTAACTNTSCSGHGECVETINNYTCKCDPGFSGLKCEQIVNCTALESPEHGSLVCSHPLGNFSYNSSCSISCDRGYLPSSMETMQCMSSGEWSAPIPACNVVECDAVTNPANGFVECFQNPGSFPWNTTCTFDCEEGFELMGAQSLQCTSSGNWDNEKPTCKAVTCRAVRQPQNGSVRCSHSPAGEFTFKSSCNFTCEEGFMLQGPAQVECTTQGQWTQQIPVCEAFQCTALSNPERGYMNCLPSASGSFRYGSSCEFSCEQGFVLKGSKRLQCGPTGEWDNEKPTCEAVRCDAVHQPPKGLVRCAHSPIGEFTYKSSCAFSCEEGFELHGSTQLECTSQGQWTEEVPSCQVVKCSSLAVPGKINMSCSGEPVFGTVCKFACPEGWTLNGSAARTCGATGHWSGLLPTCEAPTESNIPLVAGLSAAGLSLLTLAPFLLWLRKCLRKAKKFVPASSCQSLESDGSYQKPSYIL
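System: HUVEC / Compound: single concentration / Signal: immunofluorescence imaging / Read-out: percent E-selectin-positive cells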
An asterisk follows results filed as active; x = no result given; & = joins results of further samples.

Under each structure – E-selectin induc	Xi reactivation	FN deposition inh	RAD52 inh	S100A4 MyoIIA	esBAF inh	RAD54 branch	EWS-Fli block
- O=C1CCCn2cc(nn2)COC[C@H](c2ccccc2)N1
    0.1	0.4	6	4	2	x	x	9
- C=CCNC(=O)CSc1nnc(-c2ccc(S(=O)(=O)N3CCCC3)cc2)n1C
    0.0	0.7	-2	-10	-3	-7	9	0
- C[C@@H]1CN([C@H](C)CO)C(=O)c2cc(N(C)C)ccc2O[C@@H]1CN(C)C(=O)Nc1ccc(C(F)(F)F)cc1
    0.0	0.2	-7	6	10	-6	4	-2
- O=C(Nc1nccs1)c1ccc([N+](=O)[O-])cc1
    2.4	0.0	-5	-13	2	29	0	-44
- CO[C@H]1CN(C)C(=O)c2cc(NC(C)=O)ccc2OC[C@H](C)N(C(=O)CN(C)C)C[C@H]1C
    0.0	-0.1	-5	5	-5	x	x	x
- NCC[C@H]1CC[C@@H](NC(=O)Cc2ccncc2)[C@@H](CO)O1
    0.4	0.1	3	-8	-1	-3	6	-2
- S=C1NC2(CCCCCC2)N=C1c1ccccc1
    7.6	-0.2	4	-6	2	7	x	-1
- Cc1cc(=O)[nH]c(N/N=C/c2cn(CCC#N)nc2-c2ccccc2)n1
    x	0.1	7	-15	-4	x	x	-6
- CN1CCN(S(=O)(=O)c2ccc(Nc3cccc(Cl)c3)c([N+](=O)[O-])c2)CC1
    -0.5	0.0	8	-15	-5	-4	2	6
- CCC(=O)N1CCN(c2nc(-c3ccccc3)c3c(c2C#N)CCCC3)CC1
    x	x	x	-38	2	-3	-3	20
- COc1ccc2[nH]c3c(c2c1)CCN1C(=O)C(CC(=O)NC(C)(C)C)C[C@H](C(=O)N2CCOCC2)[C@@]31CCC1CCCC1 (stereo partly specified)
    2.0	0.0	-19	-9	0	10	5	4
- CC(=O)CC1=NC(C)(C)Cc2ccccc21
    -0.1	0.0	1	-2	0	-7	x	0
- CCCCNC(=O)O[C@@H]1C[C@H]2CCCC(=O)N3CC[C@@H](C1)[C@@H]23
    x	0.0	-5	-7	0	1	-11	-5
- C[C@H](CO)N1C[C@H](C)[C@@H](CN(C)CC2CCCCC2)Oc2ccc(NS(=O)(=O)c3ccc(F)cc3)cc2CC1=O
    -0.3	-0.1	x	-1	1	2	-1	5
- Cn1c(N2CCN(C(c3ccccc3)c3ccccc3)CC2)nc2ccccc21
    x	0.0	0	-29	9	7	-4	10
- O=S1(=O)CC(N2CCSCC2)CN1Cc1cn(Cc2ccc(F)cc2)nn1 (stereo unspecified)
    3.9	0.2	5	-8	-4	x	x	-4
- CCOC(=O)c1c(C)[nH]c(C(=O)CC(=O)OC)c1C
    x	0.3	x	2	36	-8	5	1
- C[C@H](CO)N1C[C@H](C)[C@@H](CN(C)S(=O)(=O)c2cn(C)cn2)Oc2ccc(NC(=O)NC3CCCCC3)cc2C1=O
    -0.8	0.0&0.0	-5	-7&0	2&-4	0&1	13&-5	1&3
- O=C(COc1ccc(Cl)cc1)Nc1cccc(-c2ccc3nncn3n2)c1
    -0.2	-0.1	-1	-16	-5	-1	x	-4
- CC(=O)Cc1nsc(NC(=O)c2ccc(-c3ccc(F)cc3)o2)n1
    x	0.0	-2	-23	-5	7	2	-4
- C/C(=N\Nc1nc(C(=O)O)cs1)c1ccccc1
    x	0.0	-4	-26	-2	x	x	-2
- COc1ccc(N2CCN(c3nc(-c4cccs4)nc4ccccc34)CC2)cc1
    x	0.0	8	-10	0	x	x	-7
- CN(C)c1ccc(NC(=O)C2C3C=CC(C3)C2C(=O)O)cc1 (stereo unspecified)
    0.8	0.1	-1	58*	15	3	16	-70
- CCOC(=O)Cc1nnc(NC(=O)C23CC4CC(CC(C4)C2)C3)s1
    0.0	0.0	-9	-10	-15	x	x	-3
- Cc1oc(-c2ccc(Cl)cc2)nc1CS(=O)CC(=O)NC(C)c1ccccc1 (stereo unspecified)
    6.7	0.1	0	-9	-1	7	-9	-1
- CC(CCc1ccccc1)NC(=O)COC(=O)c1cccc(N(C)C)c1 (stereo unspecified)
    0.4	0.0	-11	-9	2	6	0	-3
- O=C(c1cccc(S(=O)(=O)N2CCN(c3ccc(F)cc3)CC2)c1)N1CCN(c2ccccc2O)CC1
    -0.9	0.1	-6	-12	1	0	1	11
- CCOc1ccc2ncc(S(=O)(=O)c3ccccc3)c(N3CCN(c4ccc(OC)cc4)CC3)c2c1
    -2.3	0.3	-3	-8	0	x	x	10
- C[C@H]1CCCCO[C@H](CN(C)C(=O)Nc2ccc(C(F)(F)F)cc2)[C@@H](C)CN([C@@H](C)CO)C(=O)c2cc(NC(=O)CCC(F)(F)F)ccc2O1
    0.2	-1.2	x	-37	-10	7	0	-3
- CC(C)c1cn(CC[C@@H]2CC[C@H](NC(=O)C3CC3)[C@H](CO)O2)nn1
    0.1	-0.9	-5	-10	-3	2	-7	-2

Whole records, looked up by structure. Screens in order: E-selectin induc, Xi reactivation, FN deposition inh, RAD52 inh, S100A4 MyoIIA, esBAF inh, RAD54 branch, EWS-Fli block
Shown for CC(C)c1cn(CC[C@@H]2CC[C@H](NC(=O)C3CC3)[C@H](CO)O2)nn1 = 0.1, -0.9, -5, -10, -3, 2, -7, -2
Shown for CCOC(=O)Cc1nnc(NC(=O)C23CC4CC(CC(C4)C2)C3)s1 = 0.0, 0.0, -9, -10, -15, x, x, -3

Compounds from the list above that have a COOH group (2):
Under each structure – E-selectin induc	Xi reactivation	FN deposition inh	RAD52 inh	S100A4 MyoIIA	esBAF inh	RAD54 branch	EWS-Fli block
- C/C(=N\Nc1nc(C(=O)O)cs1)c1ccccc1
    x	0.0	-4	-26	-2	x	x	-2
- CN(C)c1ccc(NC(=O)C2C3C=CC(C3)C2C(=O)O)cc1 (stereo unspecified)
    0.8	0.1	-1	58*	15	3	16	-70

(list continues)
Under each structure – E-selectin induc	Xi reactivation	FN deposition inh	RAD52 inh	S100A4 MyoIIA	esBAF inh	RAD54 branch	EWS-Fli block
- COC(=O)C1SCC2C(=O)N(Cc3ccccc3)CC(=O)N21 (stereo unspecified)
    x	0.0	-6	-1	0	-6	x	-1
- CCOC(=O)[C@@H]1[C@H]2COc3cc(OC)ccc3[C@H]2N2C(=O)N(c3ccc(C)cc3)C(=O)[C@@]12C
    -0.2	0.0	-6	-22	0	11	-1	-14
- Cc1ccn(CC(=O)N2CCCC(N3CCN(c4ccccc4F)CC3)C2)n1 (stereo unspecified)
    x	0.0	8	0	-6	-3	12	x
- NC(=O)CCN1CCCCC1
    6.5	0.0	-9	-13	3	-1	3	5
- C#CC1(O)CCCC2C3CCC4CC(OC(C)=O)CCC4(C)C3C(=O)CC21C (stereo unspecified)
    0.2	0.3	-2	-11	10	-7	7	12
- C[C@H](CO)N1C[C@H](C)[C@H](CN(C)Cc2ccncc2)Oc2ccc(NC(=O)CCCCCC(=O)Nc3ccccc3N)cc2CC1=O
    x	-0.1	x	-22	0	-6	11	13
- O=[N+]([O-])c1ccc(N2CCN(c3cccc(Cl)c3)CC2)cn1
    -0.1	0.1	8	-8	4	9	-3	-37
- CCN(CC)C(=S)Nc1ccc(Cl)c(Cl)c1
    x	0.1	12	3	-2	1	-7	5
- CC(=O)Nc1cccc(-c2ccnc3c2CC(C(=O)Nc2ccc(F)c(Cl)c2)O3)c1 (stereo unspecified)
    -0.8	0.0	12	-5	-27	2	7	13
- Cc1ccc(O)c(NC(=O)c2cc(C)no2)c1
    18	0.0	-1	-4	-4	2	4	-5
- CCOC(=O)c1[nH]c(C=O)c(C(=O)OCC)c1C
    0.0	0.1	-6	-14	-3	x	x	7
- CCCn1c(C)cc(C(=O)COc2ccc(S(=O)(=O)N(CC)CC)cc2[N+](=O)[O-])c1C
    1.2	0.0	4	-10	-6	-11	-7	12
- Cc1ccccc1-c1cnc2c(c1)C(=O)N([C@H](C)CO)C[C@@H](C)[C@H](CN(C)C(=O)c1ccncc1)O2
    -0.1&0.0	-0.3&-0.2	-15	-3&-18&-3	1&-3&-10	-6&2&1	5&4&0	-5&-18&-6
- Cn1c(-c2ncc(F)cc2F)cc2onc(-c3c(F)cccc3Cl)c2c1=O
    0.4	-0.3	1	-8	2	91*	-5	-84
- O=C(CC1SC(N2CCCC2)=NC1=O)Nc1ccc(C(=O)NCc2ccccc2F)cc1 (stereo unspecified)
    0.6	0.0	x	-26	-2	8	-9	-11
- CC1(C(=O)NS(=O)(=O)c2cccc(Cl)c2)CCN1C(=O)CCc1ccccc1 (stereo unspecified)
    -2.6	0.4	8	-10	-22	-8	10	-9
- N#Cc1c(SCc2c(Cl)cccc2Cl)nc(N)[nH]c1=S
    -0.3	-0.1	-6	-80	3	-1	-8	1
- O=C(Cn1nnc(-c2ccc3c(c2)OCO3)n1)NCc1ccccc1
    -0.1	0.0	7	9	-2	x	x	0
- CCCN1CCC(=O)N([C@H](CSc2ccc(Br)cc2)c2ccccc2)CC1
    -0.7	0.0	7	-22	5	51*	11	-43
- O=C(NCc1ccc(F)cc1)[C@H]1C[C@H]2C(=O)N3CCC[C@H]3C(=O)N2[C@H]1c1ccc(O)cc1
    x	x	x	12	11	x	10	1
- COc1ccc2[nH]c3c(c2c1)CCNC3=O
    0.4	0.0	-11	-25	-1	0	-1	-12
- O=C(CSc1ccccc1)Nc1nnc(COc2ccc(Cl)cc2)s1
    x	0.2	-5	-17	-2	x	x	3
- COC(=O)c1ccccc1CON1C(=O)C(C)(C)N(OCc2ccccc2C(=O)OC)C(=O)C1(C)C
    x	x	x	-14	-3	-3	1	6
- O=C(Nc1c(-c2ccccc2)[nH][nH]c1=O)c1ccc2ccccc2c1
    0.1	0.1	-4	-14	-3	x	x	5
- Cc1nc2ccc(C(=O)N3CCC(O)(Cc4ccccc4)CC3)cn2c1N(C)C(=O)CCc1ccccc1
    0.2	0.1	-1	-10	0	-4	1	1
- O=C1CCN(CCc2ccccc2)CCN1[C@H](CSc1ccc(Br)cc1)Cc1ccccc1
    0.0	0.0	-3	-36	-9	0	-1	5
- CCCCN1C(=O)C(=O)N(CC(=O)Nc2cc(S(=O)(=O)N(C)C)ccc2C)C1=O
    x	0.4	5	-10	-9	-6	9	-8
- Cc1ccc(CNC(=O)c2cc(S(=O)(=O)N3CCCC3)cn2C)cc1
    0.0	0.0	-6	-4	-3	4	5	3
- COc1ccc(N2CC(NC(=O)c3cccc4ccccc34)CC2=O)cc1OC (stereo unspecified)
    x	0.3	5	4	1	x	-15	1
- O=C(c1cc2ccccc2o1)N1CCN(S(=O)(=O)c2ccccc2)CC1
    x	0.2	x	-1	-1	5	-3	-5

Other structures
Under each structure – E-selectin induc	Xi reactivation	FN deposition inh	RAD52 inh	S100A4 MyoIIA	esBAF inh	RAD54 branch	EWS-Fli block
- O=[N+]([O-])c1ccc(N/N=C2/CCCCC2c2ccccn2)cc1 (stereo unspecified)
    -0.1	0.2	1	-2	4	x	x	-2
- C[C@@H]1CN([C@H](C)CO)C(=O)c2cc(C#CC(C)(C)O)cnc2O[C@@H]1CN(C)C(=O)C1CCOCC1
    -0.1	0.3	x	11	-6	3	-4	0
- CCCn1c(N)c(N2CCCCC2)c(=O)n(CC(=O)Nc2cccc(S(=O)(=O)N(C)C)c2)c1=O
    x	-0.1	-5	-1	-3	11	-2	4
- O=C(N/N=C/c1ccc2c(c1)OCO2)c1ccn(Cc2ccc(Cl)cc2)n1
    -0.3	0.0	x	-2	0	1	8	-25

Rows are unselected. Share with any hit: about 3%.
